Source: PubChem BioAssay (National Center for Advancing Translational Sciences (NCATS))
L3MBTL1 block = inhibitors of human L3MBTL1. Q9Y468. AlphaScreen L3MBTL1–H3K9me1 peptide binding. Potency, µM (titrated, usually from 57.1 µM), without a hit: top-dose activity, negative = inhibition, most hits filed as inhibitors. hit rate 0.66% among 230,000; active = well fitted inhibition curve with a large enough effect; inconclusive = small, poorly fitted or top-dose-only effect; inactive = no such curve, though single readings can be large or run the other way; also: nearly all actives have a fitted effect of over 60% in size
Target sequence (Q9Y468 whole entry, looked up): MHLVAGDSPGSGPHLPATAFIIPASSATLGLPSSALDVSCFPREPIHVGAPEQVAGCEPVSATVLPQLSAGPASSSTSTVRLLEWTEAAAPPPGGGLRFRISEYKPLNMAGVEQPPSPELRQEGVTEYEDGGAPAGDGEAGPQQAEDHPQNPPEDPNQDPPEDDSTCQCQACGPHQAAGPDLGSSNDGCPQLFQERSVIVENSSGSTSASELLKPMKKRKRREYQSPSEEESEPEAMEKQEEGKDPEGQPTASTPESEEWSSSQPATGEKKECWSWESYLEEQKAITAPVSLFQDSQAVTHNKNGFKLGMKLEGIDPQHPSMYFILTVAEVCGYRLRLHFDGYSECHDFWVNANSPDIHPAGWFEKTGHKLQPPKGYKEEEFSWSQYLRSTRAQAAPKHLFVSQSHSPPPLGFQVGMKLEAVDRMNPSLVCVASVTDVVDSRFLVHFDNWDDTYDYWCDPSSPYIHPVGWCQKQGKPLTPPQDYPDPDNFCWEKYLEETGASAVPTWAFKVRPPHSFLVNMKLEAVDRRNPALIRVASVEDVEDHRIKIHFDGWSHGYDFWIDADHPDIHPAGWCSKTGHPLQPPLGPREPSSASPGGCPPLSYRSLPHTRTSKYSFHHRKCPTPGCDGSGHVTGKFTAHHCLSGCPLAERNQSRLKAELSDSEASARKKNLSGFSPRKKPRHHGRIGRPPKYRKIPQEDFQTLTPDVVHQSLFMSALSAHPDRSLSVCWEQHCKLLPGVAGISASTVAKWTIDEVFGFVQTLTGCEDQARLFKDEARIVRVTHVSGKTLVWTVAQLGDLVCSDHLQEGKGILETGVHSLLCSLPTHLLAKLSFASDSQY
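L3MBTL1 (50 nM) pre-complexed 30 min with biotinylated H3(1-15)K9me1 peptide (75 nM), then compounds added for 30 min at room temperature; AlphaScreen streptavidin donor/nickel chelate acceptor beads (10 ug/mL final) read after 30 min dark incubation.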
Numbers without * were called inactive; ? = inconclusive; & = joins results of further samples; [ ] = another dose, or the depositor's remark. % is scaled to controls: 0 for no effect and ±100 for the full control effect; potency is read from the fitted curve at half-maximal effect. The list is partial. The share of hits here may be higher or lower than overall.

Structure | L3MBTL1 block
O=C(Nc1cc(S(=O)(=O)N2CCOCC2)ccc1N1CCCC1)c1ccc(Cl)cc1 | -9%
CC(NS(=O)(=O)c1ccc(Cl)c(Cl)c1)C(=O)Nc1cccnc1 (stereo not drawn) | 2%
COc1ccc(S(=O)(=O)Nc2cccc3c2O[C@H](CN(C)C(=O)NC(C)C)[C@@H](C)CN([C@H](C)CO)C3=O)cc1 | 28%
O=C(NCCC(=O)N1CCN(S(=O)(=O)c2ccccc2)CC1)c1ccc(Br)cc1 | 1%
CC(C)Cc1nnc(NS(=O)(=O)c2ccc([N+](=O)[O-])cc2)s1 | 2%[2.29 µM]
COc1ccc(CN(C)C(=O)C2CCN(S(=O)(=O)c3cccs3)CC2)cc1F | 2%
CCC(=O)c1ccc(OCC(=O)Nc2ccc(S(=O)(=O)Nc3cc(C)nc(C)n3)cc2)cc1 | 10%
CCCCCC(CC(=O)NO)C(=O)NC(C(=O)N1CCCC1CO)C(C)C (stereo not drawn) | 3%
CCN(CC)C(=O)c1ccc(-c2nnc(Nc3cccc(O)c3)c3ccccc23)cc1 | -4%[2.29 µM]
COc1ccc(OC)c(NC(=O)COC(=O)[C@H](Cc2ccccc2)NC(=O)c2ccco2)c1 | -3%
CCN(CC)C(=O)C1CCN(Cc2ccc(OCc3ccccc3)cc2)CC1 | 4%
Cc1c(C(=O)OCC(=O)N2CC(C)CC(C)C2)oc2ccccc12 (stereo not drawn) | 8%
O=C(NCC(=O)N1CCOCC1)c1ccc(Br)o1 | 4%
CCN1CCN(S(=O)(=O)c2ccc(Cl)c(C(=O)N(C)Cc3ccco3)c2)CC1 | -7%
CCCCCN(C(=O)CCC(=O)OCC(=O)c1ccc(F)c(F)c1)c1c(N)n(CCCC)c(=O)[nH]c1=O | 3%
CCOc1ccc(NC(=O)CN(C)C(=O)c2cc(S(=O)(=O)N(C)C)ccc2N2CCCC2)cc1OCC | -8%
CC(C)CN(C(=O)c1cccc(Cl)c1)c1c(N)n(Cc2ccccc2)c(=O)[nH]c1=O | 2%
COc1cccc(NC(=O)CN(C)C(=O)c2cc3c(s2)CCCCC3)c1 | 1%
O=C(COC(=O)CCNS(=O)(=O)c1cccs1)Nc1cc(C(F)(F)F)ccc1Cl | -2%
Cc1ccc2c(c1)NC(=O)[C@@]1(C)[C@@H](c3ccccc3)[C@H]3COc4ccccc4[C@@H]3N1C2=O | -1%
Cc1cccc(-c2ccc3ncnc(N(C)Cc4ccco4)c3c2)c1 | 8%
CC(OC(=O)Cc1c(F)cccc1Cl)C(=O)NC1(C#N)CCCCC1 (stereo not drawn) | 1%
CCN1CCN(S(=O)(=O)c2ccc(Cl)c(C(=O)NC3CCCC3)c2)CC1 | 1%
CCOc1ccc(CCNC(=O)COC(=O)c2ccc[nH]c2=O)cc1OCC | 0%
O=C(Cc1ccccc1Cl)Nc1cc(S(=O)(=O)N2CCOCC2)ccc1N1CCOCC1 | 1%

(more compounds)
Structure | L3MBTL1 block
O=C(c1cc(C2CC2)nn1-c1ccccc1)N1CCN(S(=O)(=O)c2cccc(F)c2)CC1 | -8%
COc1ccc(C(=O)NCCN2CCCC2)cc1 | 1%
COC(=O)Cc1ccc(OC(=O)CCS(=O)(=O)c2ccc(Cl)cc2)cc1 | 5%
Cc1ccc(NC(=O)c2cc3ccccc3o2)nc1 | 1%
COc1cccc(NC(=O)c2ccc(NS(=O)(=O)c3cccs3)cc2)c1 | 12%
CSCCC(NS(=O)(=O)c1ccc(C)cc1)C(=O)N1CCCCCCC1 (stereo not drawn) | -2%
O=C(c1ccc([N+](=O)[O-])cc1[N+](=O)[O-])N1CCN(C(=O)C2CCCO2)CC1 (stereo not drawn) | -1%
CC(=O)OCCCN1C(=O)c2cccc3cc(Br)cc(c23)C1=O | -4%
CC(C)(C)c1ccc(NC(=O)CON=C(N)c2ccccc2)cc1 | 3%
COc1ccc(CNC(=O)COC(=O)c2c(NC(C)=O)sc(C)c2C)cc1 | 3%
COc1ccc(CNCc2c(F)cccc2F)cc1OC | 6%
O=C(OCC#CCSc1nnc(-c2cccc3ccccc23)o1)c1cccc2[nH]ccc12 | -8%&3%
O=C(NCc1ccccc1)c1ccc(N2CCC3(CC2)CC(c2ccccc2)=NO3)c([N+](=O)[O-])c1 | -8%
Cc1ccc(S(=O)(=O)N2CCN(C(=O)CCCOc3ccc(Cl)cc3C)CC2)cc1 | -6%
Cc1ccc(C)c(N2CCN(S(=O)(=O)c3ccc4c(c3)NC(=O)CC(=O)N4)CC2)c1 | 3%
Cc1cccc(NC(=O)CNC(=O)CN2CCN(C)CC2)c1C | 0%
C=CCC[C@H](Cc1ccc(F)cc1)C(=O)OC[C@@H](Cc1c[nH]c2ccccc12)NC(=O)[C@@H](CC=C)CC(=O)N(CCO)Cc1ccccc1 | -7%
COC(CNC(=O)C(=O)NCC1CCCN1S(=O)(=O)c1cccs1)OC (stereo not drawn) | -2%
O=C(CSc1nnc(-c2ccccc2)c2ccccc12)NCCN1C(=O)CSC1=O | -6%
O=C(N/N=C/c1cccc([N+](=O)[O-])c1)c1cc[n+](CCO)cc1 | -5%
CN(CC(=O)Nc1ccc2c(c1)OCCO2)CC(=O)Nc1ccc(F)c(F)c1F | 2%
CC(C)(C)c1ccccc1NC(=O)COC(=O)CN1C(=O)NC2(CCCC2)C1=O | 5%
Cc1ccc(NC(=O)CC(C)CC(=O)NCc2ccccc2)cc1Cl (stereo not drawn) | 2%
CCN(CC(=O)Nc1c(F)cccc1F)C(=O)/C=C/c1ccc2ccccc2n1 | 3.2µM*
CCN(C(=O)COC(=O)CC(C)c1ccccc1)c1c(N)n(Cc2ccccc2)c(=O)[nH]c1=O (stereo not drawn) | 12%

The listing continues.
Structure | L3MBTL1 block
CCN(CC)CCCN(C(=O)c1ccc(OC)cc1)c1nc(-c2ccc(OC)cc2)cs1 | -9%
CCN(CC(=O)Nc1ccccc1C(F)(F)F)C(=O)CCOc1ccc(C)cc1 | -17%
Cc1nc(SCc2nc3c(C)cccc3[nH]2)c2oc3ccccc3c2n1 | -5%
COc1ccc(S(=O)(=O)N2CCCC2CNC(=O)C(=O)NC2CC2)cc1 (stereo not drawn) | -7%
Cc1cc(Br)ccc1NC(=O)CNC(=O)c1cnn(C)c1 | 8%
COc1ccc(NS(=O)(=O)c2ccc(C)c(C(=O)OC(C)C(=O)N3CCOCC3)c2)cc1 (stereo not drawn) | 6%
Cc1cccc(NC(=O)c2nc[nH]c2C(=O)NCCN(CCNC(=O)c2[nH]cnc2C(=O)Nc2cccc(C)c2)CCNC(=O)c2[nH]cnc2C(=O)Nc2cccc(C)c2)c1 | 4%
CN(CC(=O)Nc1ccc(F)cc1)C(=O)c1cc(-c2cccs2)nn1-c1ccccc1 | 6%
CN(C1CCS(=O)(=O)C1)S(=O)(=O)c1cccs1 (stereo not drawn) | 11%
CC(=O)c1ccc(OCCCCOc2ccc(C(C)=O)cc2)cc1 | 42%[activator]
COC(=O)c1ccc(C)c(NC(=O)CCn2[nH]c(=O)ccc2=O)c1 | -7%
CN(c1ccccc1C(=O)Nc1ccc(CC#N)cc1)S(=O)(=O)c1ccccc1 | -7%
Fc1ccccc1-c1nc(-c2ccncc2)no1 | 6%
C[C@@H]1CN([C@H](C)CO)C(=O)c2cc(NC(=O)Nc3ccc(C(F)(F)F)cc3)ccc2O[C@H]1CN(C)Cc1ccc(Cl)c(Cl)c1 | -6%
COc1ccc(CN2CCC(=O)N([C@H](CO)c3ccccc3)CC2)cc1 | 3%
COc1ccccc1C(=O)COC(=O)CCNS(=O)(=O)c1ccc(C)c(C)c1 | 2%
CCOC(=O)N1CCN(C(=O)Cc2ccccc2OC)CC1 | 3%
NC(=O)c1cc([N+](=O)[O-])ccc1NCc1ccc(O)cc1 | -7%
CCN1C(=O)[C@H]2[C@@H](c3ccc(-c4ccc(F)cc4)c(OC)c3)N3CCCC[C@@]3(C(=O)OC)[C@H]2C1=O | -2%
CCCc1cc(=O)[nH]c(SCC(=O)Nc2cccc(S(=O)(=O)N3CCOCC3)c2)n1 | 8%
O=C(NCc1ccc(Cl)cc1)C1CCCN1C(=O)Nc1ccccc1 (stereo not drawn) | 2%
COc1cccc(CNCC2CCCO2)c1 (stereo not drawn) | 9%[2.29 µM]
O=C(COc1ccc([N+](=O)[O-])cc1)Nc1ccc2[nH]c(=O)[nH]c2c1 | 8%
C#CCOCCOCCOCCNc1nc(N2CCN(C(=O)[C@H](CO)n3cc([C@@H](N)C(C)C)nn3)CC2)nc(N2CCN(C(=O)[C@H](CCC(=O)O)n3cc([C@@H](N)[C@H](C)CC)nn3)CC2)n1 | -5%
Cc1ccc(NCc2nc3ccccc3n2C)cc1C | 34%[activator][2.29 µM]

Continued.
Structure | L3MBTL1 block
O=C(O)c1ccccc1NC(=O)c1cc2ccccc2oc1=O | 2%
Cc1ccc(OCCC(=O)Nc2ccc(S(=O)(=O)N3CCCC3)cc2)cc1 | 6%
CCc1ccccc1NC(=O)CNC(=O)c1cn(Cc2ccccc2)nc1-c1cccnc1 | 7%
Cn1ccc2cc(-c3ccc4ncnc(NCc5cccs5)c4c3)ccc21 | -12%&-5%
COc1ccc(NC(=O)CS(=O)(=O)c2ccccc2)cc1 | -1%
CC1CCN(c2ccc3c(c2)S(=O)(=O)c2cccc(C(=O)NCc4ccc(F)cc4)c2C3=O)CC1 | 20%
C#CCOCCOCCOCCNc1nc(N2CCN(C(=O)[C@H](CCCN=C(N)N)n3cc(C(N)[C@H](C)CC)nn3)CC2)nc(N2CCN(C(=O)[C@H](CC(N)=O)n3cc(C(N)[C@@H](C)CC)nn3)CC2)n1 (stereo partly drawn) | -16%
CCCCn1c(N)c(N(CCOC)C(=O)c2cc3c(s2)CCCCC3)c(=O)[nH]c1=O | -5%
O=C(NNC(=O)C1CCN(S(=O)(=O)c2ccccc2C(F)(F)F)CC1)c1ccccc1O | 6%
CCC(=O)Nc1ccc(NC(=O)CSc2nnnn2-c2ccc(OC)cc2)cc1 | 9%
CS(=O)(=O)N(CC(=O)N1CCCC1)c1ccc(Cl)cc1 | 3%
Cc1ccc2cc(C=O)c(N3CCOCC3)nc2c1C | 6%
CC1CCC(NC(=O)CN2C(=O)NC3(CCCCC3C)C2=O)CC1 (stereo not drawn) | 10%
CCOC(=O)c1cn(CC)c2cc3c(cc2c1=O)OCO3 | 2%
O=C(Nc1cc(Cl)ccc1O)C1CC(c2c(F)cccc2Cl)=NO1 (stereo not drawn) | 4%
C=CCC[C@@H](Cc1ccc(F)cc1)C(=O)OC[C@H](Cc1c[nH]c2ccccc12)NC(=O)[C@@H](CC=C)CC(=O)N(CCO)Cc1ccccc1 | -13%
COCCNC(=O)c1cc(-c2ccccc2)n(CC2CC(c3ccc(OC)cc3)=NO2)n1 (stereo not drawn) | -4%
CCCCn1c(N)c(N(CCC(C)C)C(=O)CC2CCCC2)c(=O)[nH]c1=O | 8%
COc1cccc(NC(=O)CN2C(=O)NC3(CCCc4ccccc43)C2=O)c1 (stereo not drawn) | 1%
O=C(Nc1ccccc1Br)C1CCN(S(=O)(=O)c2cccs2)CC1 | 4%
CCOC(=O)C1=CN(Cc2cccc(F)c2)S(=O)(=O)N(C)C1c1ccc(F)c(Cl)c1 (stereo not drawn) | 9%
Cc1cc(NC(=O)C(Cl)c2ccccc2)no1 (stereo not drawn) | 7%
O=C(NCCS(=O)(=O)N1CCN(c2ccc(F)cc2)CC1)c1ccco1 | 0%
COC(=O)c1ccc(CN2CCCC(CO)(Cc3ccc(F)cc3F)C2)cc1 (stereo not drawn) | -3%
O=C(NCc1ccccc1Br)c1cccc2c1C(=O)c1ccc(N3CCC(Cc4ccccc4)CC3)cc1S2(=O)=O | 4%

(list continues)
Structure | L3MBTL1 block
CC(=O)c1sc(NC(=O)CSCc2c(C)noc2C)nc1-c1ccccc1 | -2%
O=C(Cn1ccc(NC(=O)OCc2ccccc2)nc1=O)NCc1ccccn1 | -5%
O=C(C[C@H]1C[C@H](C(=O)N2CCOCC2)[C@@]2(CCC3CCCC3)c3[nH]c4cc(-c5ccco5)ccc4c3CCN2C1=O)NCCN1CCOCC1 | -11%
CCC(=O)c1ccc(OCC(=O)OCC(=O)NC2CCCCCC2)cc1 | 13%
Cc1nc(C)n(C(C)CNC(=O)c2cccc(Br)c2)n1 (stereo not drawn) | 3%
O=C(COc1ccc2ccc(=O)oc2c1)NC1CCCCC1 | 1%
O=C(Nc1nc(-c2ccco2)c(-c2ccco2)s1)c1c(F)cccc1Cl | ?
CCOC(=O)c1c(C)[nH]c(C(=O)COC(=O)C2CC2)c1C | 4%
Cc1ccc2[nH]c(=O)c(CC(=O)O)c(-c3ccccc3)c2c1 | 11%
C#CCN(CC=C)C(=O)c1ccc2nc(C3CCCCC3)oc2c1 | 7%
O=C(Nc1ccc(OC(F)(F)F)cc1)C1CC(=O)N(Cc2ccco2)C1 (stereo not drawn) | -5%
Cc1ccc(O)c(Cn2nnc3ccccc32)c1 | 5%
